Screening data deposited in PubChem BioAssay by several laboratories.
FXIIa inh = human FXIIa protease inhibitors, primary screen, biochemical, 1536-well; Coagulation factor XII (Homo sapiens), P00748; purified FXIIa, Boc-QGR-AMC fluorogenic substrate, 2 h; inhibition, % at 5 µM; 220,000 tested, 0.3% active; in the data active = inhibition above about 40%;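 also: 0% = enzyme with no compound and 100% = blank without enzyme; many of its hits are not listed in these tables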
Target sequence (P00748 20-372 limits assumed): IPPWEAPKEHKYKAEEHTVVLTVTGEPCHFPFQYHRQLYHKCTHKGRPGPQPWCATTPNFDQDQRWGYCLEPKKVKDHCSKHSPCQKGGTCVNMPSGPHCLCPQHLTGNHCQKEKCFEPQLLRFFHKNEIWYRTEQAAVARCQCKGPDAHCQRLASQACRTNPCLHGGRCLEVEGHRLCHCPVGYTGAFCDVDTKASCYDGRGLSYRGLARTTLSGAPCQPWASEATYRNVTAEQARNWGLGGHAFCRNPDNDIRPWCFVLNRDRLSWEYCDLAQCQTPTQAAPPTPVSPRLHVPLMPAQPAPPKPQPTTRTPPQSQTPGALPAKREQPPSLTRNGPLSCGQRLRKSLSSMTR
Target sequence (P00748 373-615 limits assumed): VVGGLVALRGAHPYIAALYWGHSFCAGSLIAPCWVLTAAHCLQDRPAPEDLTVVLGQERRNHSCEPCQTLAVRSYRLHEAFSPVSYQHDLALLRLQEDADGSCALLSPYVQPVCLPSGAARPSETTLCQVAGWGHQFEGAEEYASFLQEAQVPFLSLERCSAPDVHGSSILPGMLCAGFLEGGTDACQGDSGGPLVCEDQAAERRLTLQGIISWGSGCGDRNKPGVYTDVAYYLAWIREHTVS
Thrombin inh = human alpha-thrombin inhibitors, primary screen, counter-screen for coagulation protease inhibitor project, biochemical, 1536-well, fluorogenic AMC substrate. Prothrombin (Homo sapiens), P00734. Boc-VPR-AMC fluorogenic substrate cleavage. inhibition, % at 5 µM. 220,000 tested, 0.26% active. AID 1046, 2008;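 active = inhibition at or above 40%; inactive = inhibition below 40%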;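 also: 0% = enzyme with no compound and 100% = wells without enzyme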
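System: human alpha-thrombin protein; Compound dosing: one concentration per compound, 5 µM, with 0.2% DMSO; Timing: reaction at room temperature; Technique: AMC fluorescence, 355/460 nm; Controls: enzyme without compound as high, wells lacking enzyme as low.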
zVAD death inh = inhibitors of zVAD-triggered necroptosis, primary screen, L929 cells; L929 zVAD necroptosis rescue, ATP luminescence, 24 h; with zVAD 60 µM; viability rescue, % at 10 µM; 220,000 tested, 0.38% active;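 active = activation, scaled between plate controls, above about 75%, limit read from the data; inactive = activation under that limit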;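 also: 0% = zVAD with DMSO and 100% = DMSO alone without zVAD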
KCC2 mod = KCC2 cotransporter modulators, thallium flux, primary screen, cell-based, HEK293 KCC2, FluoZin-2 fluorescence, MLSMR. Solute carrier family 12 member 5 (Homo sapiens), Q9H2X9. KCC2 cells, thallium flux FluoZin-2 fluorescence. B-score of Tl+ flux slope (higher = more flux/activation; lower = inhibition) at 10 µM. 190,000 tested, 2.2% active;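 active = thallium flux slope and its plate-corrected score both differing from the plate sample mean at a set confidence after two filtering rounds, in either direction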;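 also: slope of fluorescence scaled to starting intensity during 10 to 20 s after thallium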
Rad51 HR inh = human RAD51 strand exchange inhibitors, primary screen, biochemical, fluorescence | DNA repair protein RAD51 homolog 1 (Homo sapiens), Q06609 | hRad51 DNA strand exchange, fluorescence dequenching | inhibition, % at 10 µM | 200,000 tested, 0.085% active;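 active = inhibition above 40% at the single screening dose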;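 also: 0% = DMSO control wells and 100% = blanks with heterologous ssDNA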
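Material: hRad51 filaments on single-stranded DNA; Reagent: Donor/quencher-labelled 47-bp dsDNA substrate; Compound: 10 µM final, single point; Schedule: 37 °C 15-min filament assembly, 30-min compound preincubation, 15-min exchange; Technique: FRET fluorescence, excitation 485 nm, emission 520 nm; Benchmarks: control wells and blank wells on each plate.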
TNF death inh = inhibitors of TNF-alpha triggered necroptosis, primary screen, cell-based, Jurkat FADD-/-, single concentration; Jurkat FADD-/- TNF necroptosis rescue, ATP luminescence, 24 h; 0 = TNF only, 100 = no-TNF cells; activation (protection from cell death), % at 10 µM; 220,000 tested, 0.068% active;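 active = activation, meaning protection from cell death, of at least 50% relative to plate controls; inactive = activation below 50%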;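 also: necroptosis triggered by 40 ng/mL TNF-alpha added together with compound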
hK5 inh = human KLK5 protease inhibitors, primary screen, biochemical, 1536-well; Kallikrein-5 (Homo sapiens), Q9Y337; recombinant hK5, fluorogenic AMC substrate cleavage; inhibition, % at 5 µM; 210,000 tested, 0.59% active;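 active = inhibition of 40% or more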;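 also: 0% = enzyme controls without compound and 100% = no-enzyme blanks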
Target sequence (Q9Y337 67-293 limits assumed): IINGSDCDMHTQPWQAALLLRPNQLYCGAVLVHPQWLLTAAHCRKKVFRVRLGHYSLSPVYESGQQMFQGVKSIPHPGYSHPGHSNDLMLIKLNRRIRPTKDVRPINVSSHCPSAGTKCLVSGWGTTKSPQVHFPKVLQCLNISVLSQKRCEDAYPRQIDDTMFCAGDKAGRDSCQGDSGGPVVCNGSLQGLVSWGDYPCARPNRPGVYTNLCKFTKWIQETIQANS
Hck Nef HTS = inhibitors of Nef-activated human Hck kinase, primary screen, biochemical, Z-Lyte FRET, 384-well, Hck-YEEI; 220,000 tested, 0.68% active; inhibition, % at 20 µM; Tyrosine-protein kinase HCK (Homo sapiens), P08631; AID 463187, 2010; Recombinant Hck-YEEI plus Nef, Z-Lyte FRET kinase assay;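 active = Hck-Nef kinase inhibition above about 50%, limit read from the data; inactive = inhibition below that limit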;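 also: 0% = DMSO with Hck plus Nef and 100% = Hck alone without Nef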
FXIa inh = human FXIa protease inhibitors, primary screen, biochemical, 1536-well. Coagulation factor XI (Homo sapiens), P03951. purified FXIa, Boc-Glu-Ala-Arg-AMC fluorogenic substrate. inhibition, % at 5 µM. 220,000 tested, 0.14% active. AID 798, 2007;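 active = inhibition of at least 40%; inactive = inhibition below 40%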;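 also: fluorescence of freed AMC excited at 355 nm; 0% = enzyme without compound and 100% = no enzyme blank; many of its hits are not listed in these tables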
* hit, by the source's call; . = not tested or not shown; & = joins results of further samples. The list is partial (hit frequency here may not be typical).

Sequence of screens – Rad51 HR inh	FXIa inh	KCC2 mod	FXIIa inh	hK5 inh	TNF death inh	zVAD death inh	Thrombin inh	Hck Nef HTS
(1) Cc1cccc(NC(=O)NCc2ccc3c(c2)OCO3)c1C
  -29.4	1.5	-1.24	10.1	5.5	0.2	1.3	-12.1	22.7
(2) O=C1N=c2ccccc2=C1c1sc(NS(=O)(=O)Cc2ccccc2)nc1O
  -0.8	1.3	-1.37	8.2	2.1	3.0	-0.3	-2.7	23.0
(3) COc1ccc(Cl)cc1C(=O)NNC(=S)NC1CCCCC1
  .	-0.4	-0.189	2.1	-19.9	1.2	0.4	-4.1	7.6
(4) CCNC(=S)NCc1ccc(OC)c(OC)c1
  8.4	-1.7	0.948	-0.4	-12.7	-0.3	0.7	4.6	-7.5
(5) CC(=O)c1ccc(N2CCN(C(=O)/C=C/c3ccc(S(=O)(=O)N4CCOCC4)cc3)CC2)cc1
  -8.8	-4.6	0.253	.	-1.9	-0.4	1.5	-5.7	-3.1
(6) CC(=O)Nc1ccc(S(=O)(=O)Nc2nc3ccccc3nc2Nc2cccc(S(N)(=O)=O)c2)cc1
  7.3	-3.2	-0.0383	1.4	-25.1	-0.9	0.2	0.8	7.3
(7) Cc1ccc(NC(=O)CSc2n[nH]c(C)c2[N+](=O)[O-])cc1C
  -6.8	-2.2	0.304	-8.8	-14.5	0.2	0.6	-11.5	2.9
(8) Clc1cccc(CN2CCN(c3nc4nonc4nc3NC3CC3)CC2)c1
  7.2	-0.9	-0.62	4.1	-1.5	2.2	-0.5	3.4	18.2
(9) Cc1ccc(C(=O)CSc2nnc(-c3ccccc3)o2)cc1
  4.3	3.6	.	8.8	-7.4	-0.9	-0.3	-1.1	7.8
(10) Cc1nn2c(=S)[nH]nc2[nH]c1=O
  -1.4	-2.5	0.0245	4.0	-1.2	1.0	2.0	-3.2	21.3
(11) COc1ccc(C(C(=O)NC2CCCCC2)N2CCC3(CC2)OCCO3)cc1 (stereo not drawn)
  2.0	5.4	.	10.8	0.2	3.3	-0.1	-4.9	1.7
(12) Cc1ccc(CNC(=O)CC2Nc3c4ccccc4nc(=S)n3C2=O)cc1 (stereo not drawn)
  -3.6	-2.5	1.03	7.8	-7.2	0.5	1.5	-11.6	20.2
(13) COc1ccc(S(=O)(=O)N2CCOCC2)cc1NC(=O)c1cccc2c(=O)c(C)c(-c3ccccc3)oc12
  -1.3	-0.9	-2.82	4.5	-8.8	-6.2	0.7	-22.9	2.8
(14) Cc1ccccc1C(=O)c1c[nH]c(C(=O)NCc2ccco2)c1
  -0.9	7.0	0.939	21.5	-20.8	-3.7	1.7	5.2	2.7
(15) Cc1nc2cc(C(=O)O)ccc2n1C1CCCCC1
  -4.5	5.5	0.0613	10.9	-5.2	1.8	0.1	-3.3	7.0
(16) Cc1cc(-n2c(C)cc(C(=O)CCl)c2C)no1
  -0.9	-0.2	-0.991	.	2.5	-3.8	-1.6	-5.0	-6.1
(17) CCOC(=O)c1ccc(Nc2nc(C)cc(C)c2C#N)cc1
  3.5	0.2	-0.0962	10.6	-2.8	0.0	0.2	-0.4	1.2
(18) COc1cc2c(cc1OC)C(c1ccccc1)N(C(=O)c1ccco1)CC2 (stereo not drawn)
  -0.8	-1.2	-1.2	10.2	6.1	0.3	-0.5	-1.5	1.4
(19) COc1ccccc1N1CCN(CC(=O)c2c(N)n(C)c(=O)n(C)c2=O)CC1
  -3.5	-3.4	0.22	.	-5.0	2.3	3.2	-5.2	-12.6
(20) O=C(NCCN1CCOCC1)c1ccc(Cl)cc1[N+](=O)[O-]
  -2.9	-2.9	-0.538	6.9	3.2	-1.6	-0.2	0.8	-0.8

The list goes on; it opens with the 4 that closed the last part.
Sequence of screens – Rad51 HR inh	FXIa inh	KCC2 mod	FXIIa inh	hK5 inh	TNF death inh	zVAD death inh	Thrombin inh	Hck Nef HTS
(17) CCOC(=O)c1ccc(Nc2nc(C)cc(C)c2C#N)cc1
  3.5	0.2	-0.0962	10.6	-2.8	0.0	0.2	-0.4	1.2
(18) COc1cc2c(cc1OC)C(c1ccccc1)N(C(=O)c1ccco1)CC2 (stereo not drawn)
  -0.8	-1.2	-1.2	10.2	6.1	0.3	-0.5	-1.5	1.4
(19) COc1ccccc1N1CCN(CC(=O)c2c(N)n(C)c(=O)n(C)c2=O)CC1
  -3.5	-3.4	0.22	.	-5.0	2.3	3.2	-5.2	-12.6
(20) O=C(NCCN1CCOCC1)c1ccc(Cl)cc1[N+](=O)[O-]
  -2.9	-2.9	-0.538	6.9	3.2	-1.6	-0.2	0.8	-0.8
(21) CC(=O)NC(=S)Nc1sc2c(c1C(N)=O)CCC(C)C2 (stereo not drawn)
  8.3	0.0	.	7.7	2.8	-1.9	0.3	-5.5	23.0
(22) CSc1nc(NCc2ccccc2)c2c3c(sc2n1)CN(C)CC3
  -1.0	-2.6	.	-3.0	-6.4	-5.4	-0.4	-5.4	4.1
(23) O=C(O)CC1=C(Nc2ccccc2)C(=O)N(c2ccccc2)C1c1ccc(Br)cc1 (stereo not drawn)
  -129.7	-0.2	.	9.5	0.1	-0.8	33.4	-2.5	19.3
(24) CC1(C)CC(Nc2ccc(C(F)(F)F)cc2[N+](=O)[O-])CC(C)(C)N1
  7.5	-1.9	-1.26	7.0	2.5	4.5	1.2	-1.3	-15.0
(25) COc1ccc(NC(=O)Cc2ccc(Cl)cc2Cl)cn1
  -0.1	-1.6	-0.00117	.	0.1	6.3	6.8	-4.1	-30.1
(26) CCOC(=O)c1cnc2c(c(C)nn2C)c1Oc1ccccc1F
  0.6	-1.7	-0.117	4.7	36.3	-1.2	0.7	-4.0	13.7
(27) COc1ccc(/C=C2/C(=O)N=C3SCCN32)cc1
  0.9	-5.6	0.33	-0.7	-2.3	-6.1	0.5	-1.2	7.6
(28) c1ccc(CC2CCN(c3ncnc4sccc34)CC2)cc1
  -21.7	-2.5	-2.77	3.7	1.6	-5.7	-0.6	-12.8	18.1
(29) O=C(NCc1cccs1)c1csc2c1CCCCC2
  2.9	4.2	-1.69	14.4	-11.8	4.3	0.2	0.9	0.8
(30) CCn1c(SCC(=O)O)nc2sc3c(c2c1=O)CCC3
  -4.3	7.7	.	19.5	-44.1	-0.4	0.8	5.8	-1.7
(31) O=C(O)Cc1csc(-c2cccc(Oc3ccccc3)c2)n1
  23.3&12.3	-4.9&-3.0	-1.25	-0.3&-2.1	-7.2&10.7	1.5&5.6	0.4&1.3	-7.0&-11.2	9.2&-4.8
(32) Cc1c(NS(=O)(=O)c2ccc(S(=O)(=O)c3ccccc3)s2)c(=O)n(-c2ccccc2)n1C
  -2.2	-10.2	1.14	2.7	-12.4	3.5	1.5	-3.3	6.8
(33) CCOc1ccc(CCNC(=O)Cn2cccc2C(=O)c2ccccc2C)cc1OCC
  4.8	2.6	-1.66	10.7	-20.6	2.7	0.3	-4.4	1.3
(34) O=c1c2c(-c3ccc(Cl)cc3)csc2ncn1/N=C/c1cccc([N+](=O)[O-])c1O
  .	6.1	-0.0931	16.5	.	-1.0	-0.5	3.6	88.8*
(35) CC(=O)Nc1ccc(-c2csc(Nc3ncccn3)n2)cc1
  -97.5	-1.2	-0.209	9.3	1.6	4.1	79.8*	-1.6	21.9
(36) CC(CNC(=O)C(C)(C)C)NC(=O)C(C)(C)C (stereo not drawn)
  -2.8	2.9	-0.00195	11.2	-1.2	0.8	1.5	-4.7	-0.3
(37) CC1(/[N+]([O-])=C/c2ccccc2F)CCCCC1=O (stereo not drawn)
  4.8	0.3	1.22	11.2	1.6	-0.4	2.8	-4.1	19.5
(38) CCN(CC)S(=O)(=O)c1ccc(C(=O)Nc2nnc(NC(=S)Nc3ccccc3)s2)cc1
  10.1	-1.4	0.449	0.6	-1.1	8.7	1.5	-2.2	27.8
(39) Cc1ccc2c(c1)C(=O)C(=O)N2CC(=O)Nc1ccccc1NC(=O)c1ccccn1
  11.0	-4.9	-0.113	3.0	-6.1	-12.0	-0.2	-5.4	28.4
(40) Cc1cc(C(F)(F)F)nn1Cc1n[nH]c(=S)n1-c1ccc(Cl)cc1
  .	-6.7	-0.685	-19.7	-2.8	-0.7	0.5	-6.2	0.9

Next section
Sequence of screens – Rad51 HR inh	FXIa inh	KCC2 mod	FXIIa inh	hK5 inh	TNF death inh	zVAD death inh	Thrombin inh	Hck Nef HTS
(41) O=C(c1ccc(F)cc1)c1cn[nH]c1-c1ccccc1O
  1.0	3.1	.	21.0	-6.2	-3.0	1.0	-4.2	11.2
(42) CC(NC(=O)c1cccs1)C(c1cccs1)N1CCN(Cc2ccccc2)CC1 (stereo not drawn)
  3.0	4.3	0.889	4.0	8.0	1.5	0.5	5.5	-0.2
(43) CCC(CO)NCC#Cc1ccccc1 (stereo not drawn)
  5.7	0.1	0.686	12.8	4.0	-0.2	0.4	0.2	-1.6
(44) COc1ccccc1NC(=O)c1nn(-c2ccc(Cl)cc2)ccc1=O
  -8.8	0.5	.	-8.9	-0.1	-3.5	0.7	-4.2	0.3
(45) CN=C(Nc1cc(C)nn1-c1ccccc1)c1ccc(F)cc1
  4.5	-4.4	0.323	11.6	-18.0	-2.8	-0.1	-2.0	1.8
(46) CCc1ccc(Nc2nnc(SCC(=O)NC(=O)c3cccn3C)s2)cc1
  -10.7	-1.6	-4.87*	7.6	-0.9	-3.4	3.2	-2.1	10.4
(47) COc1ccc(CNc2nc3nc(C)c(Cl)c(C)n3n2)cc1OC
  5.7	.	-0.146	.	.	-1.2	0.1	.	-0.6
(48) CN1CCC(NC(=S)Nc2cccc([N+](=O)[O-])c2)CC1
  -4.6	-4.5	1.16	9.5	-9.6	-1.1	13.2	-0.5	13.3
